NPR1 activator: GC-A (human) enzyme activation | P16066 | HEK293 GC-A cells, cGMP TR-FRET, EC30 ANP; 0% at EC30 ANP, 100% saturating ANP | activation, % at 10 µM | 370,000 tested, 0.14% active; in the data active = activation above about 40%
Target sequence (P16066 whole entry, looked up): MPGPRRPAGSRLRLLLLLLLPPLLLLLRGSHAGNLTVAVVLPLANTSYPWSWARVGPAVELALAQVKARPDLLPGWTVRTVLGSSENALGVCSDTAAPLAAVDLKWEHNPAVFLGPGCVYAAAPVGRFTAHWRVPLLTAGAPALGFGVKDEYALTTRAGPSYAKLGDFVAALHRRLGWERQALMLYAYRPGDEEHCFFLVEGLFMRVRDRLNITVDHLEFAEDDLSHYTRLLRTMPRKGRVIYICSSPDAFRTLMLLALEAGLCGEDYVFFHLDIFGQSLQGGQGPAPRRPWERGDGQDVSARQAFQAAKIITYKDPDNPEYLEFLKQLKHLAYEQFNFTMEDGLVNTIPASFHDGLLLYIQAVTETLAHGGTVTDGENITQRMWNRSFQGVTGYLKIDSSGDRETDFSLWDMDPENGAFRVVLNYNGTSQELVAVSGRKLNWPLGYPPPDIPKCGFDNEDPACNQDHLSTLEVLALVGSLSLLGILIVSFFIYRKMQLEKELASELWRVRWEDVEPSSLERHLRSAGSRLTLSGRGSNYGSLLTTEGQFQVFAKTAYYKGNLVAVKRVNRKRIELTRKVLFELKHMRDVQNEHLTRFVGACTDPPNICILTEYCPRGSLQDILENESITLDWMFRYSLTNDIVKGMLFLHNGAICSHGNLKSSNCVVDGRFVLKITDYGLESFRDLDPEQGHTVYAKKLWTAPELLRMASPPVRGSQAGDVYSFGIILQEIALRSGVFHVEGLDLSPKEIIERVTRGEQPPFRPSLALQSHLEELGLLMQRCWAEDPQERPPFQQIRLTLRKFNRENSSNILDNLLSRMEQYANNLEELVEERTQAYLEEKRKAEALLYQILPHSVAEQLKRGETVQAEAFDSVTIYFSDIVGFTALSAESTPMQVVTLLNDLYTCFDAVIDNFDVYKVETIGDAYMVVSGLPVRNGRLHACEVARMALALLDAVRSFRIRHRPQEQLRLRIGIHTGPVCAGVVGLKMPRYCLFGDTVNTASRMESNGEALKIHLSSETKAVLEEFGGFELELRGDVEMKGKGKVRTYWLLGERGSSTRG
ARFGAP1 inh: rat ARFGAP1 inhibition. Q62848. Arfgap1-stimulated ARF1 GTP hydrolysis, GDP FP detection. inhibition, % at 16.5 µM. 360,000 tested, 0.26% active. AID 651572;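 active = inhibition above a per-plate limit, mean inhibition of low control wells plus 3 SD, cut at about 25% in these data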;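 also: 0% = DMSO wells with enzyme and 100% = wells lacking Arfgap1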
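Material: rat Arfgap1 catalytic domain, aa 1-136; also added: human ARF1(Δ1-17)-GTP substrate; compound dosing: one concentration, 16.5 µM, DMSO 1.26%; incubation: GTP hydrolysis reaction 2 h at 25 °C; measured by: Tracer-displacement fluorescence polarization with EDTA stop, 620/688 nm; evaluation: % inhibition from polarization; repeats: one replicate per compound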
Tn6 DDE FP: inhibitors of Tn6 peptide binding to human fibrin DD(E) | P02675 | Fibrin DD(E) TRITC-Tn6 fluorescence polarization displacement | inhibition, % at 8.3 µM | 370,000 tested, 0.21% active | AID 720509;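 active = inhibition above a per-campaign cutoff: mean of compounds within control limits plus 3 SD, cut at about 15% in these data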;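 also: 0% = median of all compound wells on the plate and 100% = blocking peptide control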
KLK7 zymogen act: activates the human kallikrein-7 zymogen. P49862. purified proKLK7, EDANS-DABCYL substrate fluorescence; 100% is mature enzyme control, 0% vehicle. activation, % at 7 µM. 370,000 tested, 0.9% active. AID 652039;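 active = activation above the mean of all tested compounds plus 3 SD, computed per campaign excluding outliers beyond control limits, cut at about 13% in these data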
rCAG RNA binder: r(CAG) repeat RNA binding; inhibition, % at 3 µM; 370,000 tested, 1.3% active; TO-PRO-1 dye displacement fluorescence;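 active = inhibition above the plate cutoff, the mean of all test compounds on that plate plus 3 SD, cut at about 35% in these data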;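 also: 0% = DMSO alone and 100% = 100 µM mitoxantrone as full dye displacement; higher means more dye released from RNA so lower well fluorescence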
NPR2 activator: GC-B (human) receptor activation; P20594; HEK293-GC-B cells, CNP EC30, cGMP TR-FRET; 0% at EC30 CNP, 100% saturating CNP; activation, % at 10 µM; 370,000 tested, 0.11% active;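 active = activation at 10 µM reaching about 35% in either raw or pattern-adjusted values, limit read from the data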
ASAP1 GAP inh: blocks human ASAP1-stimulated Arf1 GTP hydrolysis | Q9ULH1 | GDP FP detection | inhibition, % at 16.5 µM | 360,000 tested, 0.19% active; in the data active = inhibition above about 25%;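 also: 0% = vehicle with enzyme and substrate and 100% = no enzyme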
GAA850 FXN act: activators of GAA850 frataxin (FXN) promoter; activation, % at 6 µM; HEK293 lucGAA850 FXN promoter luciferase reporter, 24 h; percent of 10 µM SAHA response; 360,000 tested, 0.56% active; AID 540364;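 active = activation above the average of all compounds screened plus 3 SD, cutoff fixed separately per campaign, cut at about 7.5% in these data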;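 also: 0% = DMSO wells and 100% = 10 µM SAHA wells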
ADAM10 inh: inhibits human ADAM10; 370,000 tested, 0.62% active; recombinant ADAM10, EDANS/DABCYL FRET peptide cleavage, 3 h; inhibition, % at 7 µM; O14672; AID 720582;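 active = inhibition above a per-campaign cutoff equal to the mean of compounds falling between control-based bounds plus 3 SD, cut at about 20% in these data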;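 also: 0% = DMSO wells while the 100% control is not disclosed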
HGIII-sPLA2 inh: Blocks human group III sPLA2 activity; inhibition, % at 12.2 µM; AID 743126; Q9NZ20; 370,000 tested, 0.56% active; QFRET BODIPY PC-A2 liposome hydrolysis, fluorescence;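 active = inhibition above mean plus 3 SD of compounds lying within the high and low control bounds, cut at about 19% in these data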;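 also: 0% = median of test compound wells and 100% = no enzyme DMSO wells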
An asterisk follows results filed as active; i = inactive; . = not tested or not shown.

SMILES	NPR1 activator	ARFGAP1 inh	Tn6 DDE FP	KLK7 zymogen act	rCAG RNA binder	NPR2 activator	ASAP1 GAP inh	GAA850 FXN act	ADAM10 inh	HGIII-sPLA2 inh
CCC(Sc1nc2ccccc2c(=O)[nH]1)C(=O)O (stereo not given)	4	3	0	0.1	-2	3	4	2.5	-7	1
O=C(NCC1CCCO1)C(=Cc1cccc([N+](=O)[O-])c1)C(=O)NCC1CCCO1 (stereo not given)	-1	5	-6	-0.3	-7	4	4	-2.9	-4	15
CC(C)n1cc(CN2CCCC(CO)(Cc3cccc(Cl)c3)C2)cn1 (stereo not given)	1	-2	-3	-0.2	-7	1	-2	2.8	-1	2
O=[N+]([O-])c1ccccc1CCc1ccccc1[N+](=O)[O-]	-5	5	13	-0.1	1	1	-10	1.6	0	14
CC(=O)c1c(C(C)=O)c(C)n(Cc2ccc(Cl)cc2)c1C	6	13	-2	-0.4	6	10	4	1.8	7	-4
Cc1ccc2c(c1)c1nnc(SCC(=O)N3CCN(c4ccc(F)cc4)CC3)nc1n2CC(=O)O	-3	9	2	1.1	22	2	8	1.1	0	5
COc1ccccc1C(=O)NC(=S)Nc1ccc(N2CCOCC2)cc1	1	-1	2	-0.1	4	0	5	-1.1	-11	10
CCc1ccc(OCC(=O)NC(=S)Nc2ccc(S(=O)(=O)NC3CCCCC3)cc2)cc1	-1	0	6	-0.1	8	-4	6	1.6	1	-7
COC(=O)c1ccccc1NC(=O)CN(c1ccc(OC)cc1)S(C)(=O)=O	-16	9	5	0.1	-2	-9	11	-1.4	8	-16
CCn1cc(C(=O)NC(C)C2CC3CCC2C3)cn1 (stereo not given)	0	-1	11	0.0	1	1	7	1.3	1	4
Cc1cccc(NC(=O)c2sc3nc(-c4ccc(F)cc4)cn3c2C)n1	8	4	13	-2.1	4	12	1	-1.3	-10	-3
CCOC(=O)CCCCCC(=O)Nc1ccc2c(c1)C(=O)N([C@H](C)CO)C[C@H](C)[C@@H](CN(C)C(=O)Nc1ccccc1)OCCCC[C@@H](C)O2	0	15	-4	-0.3	15	2	7	0.2	-23	-1
COc1ccc(-n2c(SCC(=O)NCc3cccs3)nnc2-c2ccoc2C)cc1	-20	1	-11	0.0	1	-19	-3	1.1	-6	-2
CC1c2cc3c(cc2CCN1C(=O)c1ccc(Br)cc1)OCCCO3 (stereo not given)	3	3	-4	-0.6	-4	-3	-3	-4.5	4	-5
Cc1ccc(C)c(N2CCN(C(=O)Cc3cn(C)c4ccccc34)CC2)c1	-15	0	10	0.3	-9	-18	3	1.5	11	-31
O=C(Cc1ccc(S(=O)(=O)N2CCOCC2)s1)Nc1ccc(Br)c(C(F)(F)F)c1	-4	7	-3	0.9	17	-6	12	1.2	17	-67
CC1=C(C(=O)OCc2ccccc2)C(c2ccccc2OS(=O)(=O)c2ccccc2[N+](=O)[O-])NC(=O)N1CCCC(=O)O (stereo not given)	0	10	4	-0.2	23	-3	-4	.	1	1
CSCCC(NC(=O)c1ccc([N+](=O)[O-])cc1Cl)C(=O)OCC(=O)NCC(F)(F)F (stereo not given)	0	3	4	0.1	0	0	7	0.1	4	13
O=[N+]([O-])c1ccc(O)c(C=Nc2ccc3c(c2)OCCO3)c1	1	-5	3	0.3	1	-6	0	-1.6	-4	-1
C/C(=N\NC(=O)c1c(Cl)cnn1C)c1cccc(NC(=O)c2ccc(C)cc2)c1	3	10	3	-0.4	-4	1	-6	-1.4	-6	2
CC(=O)/C=C(\C)Nc1ccc(-c2cnc(-c3ccccc3)o2)cc1	-6	-1	7	57*	0	-1	-1	1.2	i	6
CSc1nsc(SC)c1C(N)=O	1	7	-1	-0.2	5	1	5	-1.2	4	0
COc1ccc(C(CNC(=O)C(C)Oc2ccc(Br)cc2)N2CCCC2)cc1 (stereo not given)	-17	-4	0	-2.1	-8	-16	-3	1.8	-29	5
CCn1cc(C(=O)N[C@@H](CCSC)C(=O)NC(C)(C)CO)c(=O)c2cc3c(cc21)OCO3	-2	-7	4	-0.2	-1	-1	10	-3.0	-51	2
CCOC(=O)[C@@H]1[C@H]2COc3ccc(Br)cc3[C@@H]2N2C(=O)N(c3ccc(Br)cc3)C(=O)[C@@]12C	-5	11	-2	0.3	-1	4	5	3.5	8	8
CC(=O)N1CCN(C(=O)COC(=O)/C=C/c2ccc(C(F)(F)F)cc2)CC1	2	-5	3	-0.4	2	5	-4	-0.7	3	0
COc1ccccc1C(=O)ON=C1c2ccccc2-c2ccccc21	-6	-4	-3	-1.0	5	-5	-2	2.0	11	-29
Cc1cccc(NC(=O)CN2CCN(C(=O)c3cc(C4CC4)nn3-c3ccccc3)CC2)c1C	2	-3	-3	-0.6	-1	1	-16	1.8	-9	8
CCCCCC[C@H](CN(CCCC)S(C)(=O)=O)c1ccccc1	0	.	2	-0.4	0	-9	.	.	3	-4
COC(=O)[C@]1(C)N[C@H](CN(C)S(=O)(=O)c2ccc(C)cc2)[C@@H]2C(=O)N(Cc3ccccc3)C(=O)[C@@H]21	3	9	0	0.3	-1	-3	13	2.1	-17	6

Some of these compounds in order of number of heavy atoms, descending:
SMILES	NPR1 activator	ARFGAP1 inh	Tn6 DDE FP	KLK7 zymogen act	rCAG RNA binder	NPR2 activator	ASAP1 GAP inh	GAA850 FXN act	ADAM10 inh	HGIII-sPLA2 inh
CCc1ccc(OCC(=O)NC(=S)Nc2ccc(S(=O)(=O)NC3CCCCC3)cc2)cc1	-1	0	6	-0.1	8	-4	6	1.6	1	-7
COC(=O)c1ccccc1NC(=O)CN(c1ccc(OC)cc1)S(C)(=O)=O	-16	9	5	0.1	-2	-9	11	-1.4	8	-16
O=[N+]([O-])c1ccc(O)c(C=Nc2ccc3c(c2)OCCO3)c1	1	-5	3	0.3	1	-6	0	-1.6	-4	-1

The main list resumes; the three compounds before the break are reprinted first.
SMILES	NPR1 activator	ARFGAP1 inh	Tn6 DDE FP	KLK7 zymogen act	rCAG RNA binder	NPR2 activator	ASAP1 GAP inh	GAA850 FXN act	ADAM10 inh	HGIII-sPLA2 inh
Cc1cccc(NC(=O)CN2CCN(C(=O)c3cc(C4CC4)nn3-c3ccccc3)CC2)c1C	2	-3	-3	-0.6	-1	1	-16	1.8	-9	8
CCCCCC[C@H](CN(CCCC)S(C)(=O)=O)c1ccccc1	0	.	2	-0.4	0	-9	.	.	3	-4
COC(=O)[C@]1(C)N[C@H](CN(C)S(=O)(=O)c2ccc(C)cc2)[C@@H]2C(=O)N(Cc3ccccc3)C(=O)[C@@H]21	3	9	0	0.3	-1	-3	13	2.1	-17	6
CC(=O)NN1C(=O)c2ccccc2NC1c1cccc([N+](=O)[O-])c1 (stereo not given)	1	4	4	0.4	0	5	17	-0.6	-56	6
Cc1cc(C)nc(SCCS(=O)(=O)Cc2ccc(Cl)cc2)n1	-2	12	0	-0.2	1	-1	-16	1.1	3	-9
COCCN1C(=O)C(=O)/C(=C(/O)c2cccc(OC)c2)C1c1ccc(C)o1 (stereo not given)	3	0	-4	0.3	-1	3	1	-0.6	-10	2
CCN(CC)C(=O)Nc1ccc(C(=O)OC)cc1	3	4	11	-0.6	-1	1	8	-0.9	10	5
Cc1ccc(C)c(C2C(=O)c3ccccc3C2=O)c1	-4	-2	-2	0.9	3	0	-11	-0.6	-1	-4
COC(=O)c1ccccc1NC(=O)CCCn1nc([N+](=O)[O-])cc1C	-4	-9	11	0.2	-5	-10	-7	1.3	-4	-1
CC(=O)Nc1cccc(NC(=O)c2cc([N+](=O)[O-])ccc2N2CCCCC2)c1	8	7	4	0.4	5	0	-4	-0.9	-11	-10
CCOc1ccccc1N(CC(=O)Nc1cccc(OC)c1)S(=O)(=O)c1ccccc1	-1	16	-5	0.2	-2	1	-4	-0.8	6	-8
COc1ccc(S(=O)(=O)NC2CC3CCC2C3)cc1 (stereo not given)	1	-4	-4	-0.3	-1	-2	-5	2.7	1	-2
CCN(c1ccccc1)S(=O)(=O)c1cccc(C(=O)NCc2ccccc2CN2CCOCC2)c1	-1	10	2	0.3	0	3	5	-1.5	-4	-7
COc1ccc(-n2c(C)nc(N)c2C(=O)c2ccccc2)cc1	2	0	-5	0.6	-7	0	-3	1.5	-5	13
O=C(c1ccco1)N1CCN(Cc2nnnn2CCc2ccccc2)CC1	-6	5	-4	0.3	-3	1	21	0.5	5	1
O=C(NCc1ccccc1)c1sc(=S)n2c1[nH]c(=O)c1ccccc12	2	6	5	0.7	47*	0	4	-0.3	8	-3
O=C(OCc1ccco1)c1cccnc1	1	-2	1	-0.2	3	3	12	1.4	2	9
COCCCn1c(SCC(=O)Nc2ccc(NC(=O)c3ccco3)c(OC)c2)nc2ccccc2c1=O	1	2	4	-3.1	5	3	2	1.7	0	1

2 entries from above, field by field:
compound: O=C(OCc1ccco1)c1cccnc1
  NPR1 activator: 1	ARFGAP1 inh: -2	Tn6 DDE FP: 1	KLK7 zymogen act: -0.2	rCAG RNA binder: 3	NPR2 activator: 3	ASAP1 GAP inh: 12	GAA850 FXN act: 1.4	ADAM10 inh: 2	HGIII-sPLA2 inh: 9

compound: COCCCn1c(SCC(=O)Nc2ccc(NC(=O)c3ccco3)c(OC)c2)nc2ccccc2c1=O
  NPR1 activator: 1	ARFGAP1 inh: 2	Tn6 DDE FP: 4	KLK7 zymogen act: -3.1	rCAG RNA binder: 5	NPR2 activator: 3	ASAP1 GAP inh: 2	GAA850 FXN act: 1.7	ADAM10 inh: 0	HGIII-sPLA2 inh: 1

The list goes on.
SMILES	NPR1 activator	ARFGAP1 inh	Tn6 DDE FP	KLK7 zymogen act	rCAG RNA binder	NPR2 activator	ASAP1 GAP inh	GAA850 FXN act	ADAM10 inh	HGIII-sPLA2 inh
COC(=O)CSc1ccccc1C(=O)OC	0	5	3	55*	-2	-1	9	0.1	-101	-2
COC1(C)CC2C(CC1OC(=O)c1cc([N+](=O)[O-])cc([N+](=O)[O-])c1)C2(C)C (stereo not given)	-5	16	-8	-0.8	-11	-2	-12	0.7	7	7
COc1ccc(C2/C(=C(/O)c3ccc4c(c3)CC(C)O4)C(=O)C(=O)N2Cc2cccnc2)cc1 (stereo not given)	0	-3	0	0.1	5	-1	-7	-0.3	-2	-1
O=C(Nc1ccc(OCc2ccccc2)cc1)Nc1nnc([C@@H]2C[C@H](O)[C@@H](CO)O2)s1	2	16	6	0.5	16	-3	4	0.0	-19	-15
COc1ccc(NC(=O)CN(C)S(=O)(=O)c2ccc3c(c2)CC(C)N3C(C)=O)c(OC)c1 (stereo not given)	1	3	-1	-0.2	-6	-1	2	2.6	-3	-1

Printed as active in KLK7 zymogen act, among the entries above:
mol | NPR1 activator | ARFGAP1 inh | Tn6 DDE FP | KLK7 zymogen act | NPR2 activator | ASAP1 GAP inh | ADAM10 inh | HGIII-sPLA2 inh
CC(=O)/C=C(\C)Nc1ccc(-c2cnc(-c3ccccc3)o2)cc1 | -6 | -1 | 7 | 57* | -1 | -1 | i | 6
COC(=O)CSc1ccccc1C(=O)OC | 0 | 5 | 3 | 55* | -1 | 9 | -101 | -2

Compound activity: PubChem BioAssay, several laboratories
